HCV core dimer – HCV core protein dimerization inhibition; hit rate 0.33% among 300,000; AID 1899; inhibition, % at 5 µM; TR-FRET GST/Flag-core106 dimerization, 1536-well;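 active means inhibition above the mean of all tested compounds plus 3 SD, set per screening campaign, cut at about 45% in these data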
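System – GST-tagged and Flag-tagged HCV core protein residues 1-106 · Repeats – one well for each compound · Technique – TR-FRET 671 and 617 nm emission · Doses – one concentration, 5 µM, in 0.5% DMSO · Times – 4 h, 22.5 °C incubation · Also added – Eu donor and XL665 acceptor anti-tag antibodies · Measure – percent inhibition of core106 dimerization signal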
proCasp7 act – activates human procaspase-7, counter-screen for procaspase-3 activators; P55210; AID 463210; hit rate 0.093% among 330,000; activation, % at 8.5 µM; recombinant procaspase-7, Ac-DEVD-pNA absorbance 405 nm; D23A/D198A/D206A triple mutant, cannot self-cleave; scale: DMSO 0, 5 µM enzyme 100;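 active means percent activation above the screen-wide mean plus 3 SD, cut at about 25% in these data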
Target sequence (P55210 whole entry D23A/D198A/D206A): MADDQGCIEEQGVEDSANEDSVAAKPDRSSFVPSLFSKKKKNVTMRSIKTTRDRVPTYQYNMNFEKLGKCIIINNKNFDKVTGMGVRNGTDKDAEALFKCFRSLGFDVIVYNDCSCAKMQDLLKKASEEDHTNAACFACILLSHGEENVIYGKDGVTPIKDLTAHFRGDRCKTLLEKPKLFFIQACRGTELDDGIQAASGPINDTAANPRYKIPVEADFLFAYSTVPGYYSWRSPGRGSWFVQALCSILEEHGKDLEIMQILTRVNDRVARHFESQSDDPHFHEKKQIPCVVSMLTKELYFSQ
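Detection: p-Nitroaniline absorbance at 405 nm, read at 0 and 120 min; system: Uncleavable procaspase-7 mutant enzyme; evaluation: % activation from two-timepoint absorbance difference, scaled to controls; times: 1 h enzyme–compound preincubation and 2 h substrate reaction, both 25 °C; buffer or medium: Zinc-free HEPES pH 7.4 with 300 mM NaCl, 0.01% Triton X-100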
Fh CTSL1 inh – blocks F. hepatica cathepsin L1 in PFM18AAP counter-screen; inhibition, % at 5.96 µM; AID 1906; hit rate 0.49% among 300,000; recombinant F. hepatica cathepsin L1, Z-Leu-Arg-MCA fluorescence;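 active means inhibition above the mean of all tested compounds plus 3 SD, set per screening campaign, cut at about 17% in these data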;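 further: 0% = plate median of test compound wells and 100% = 1 µM Z-Phe-Ala-diazomethylketone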
PAFAH2 inh – inhibitors of human PAFAH2. AID 492956. recombinant PAFAH2, FP-rhodamine activity probe, fluorescence polarization. hit rate 0.99% among 340,000. inhibition, % at 3.39 µM. Q99487;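 active means inhibition above the mean over all tested compounds plus 3 SD, cut at about 30% in these data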;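 further: inhibitors block probe labeling of enzyme so polarization drops; 0% = enzyme with DMSO and 100% = wells lacking PAFAH2 protein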
PP5 primary – inhibitors of human protein phosphatase 5 (PP5) | purified PP5c, OMFP substrate fluorescence | AID 1987 | inhibition, % at 6.7 µM | hit rate 0.18% among 320,000;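 active means inhibition above the campaign's mean inhibition across all tested compounds plus 3 SD, cut at about 9.5% in these data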;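 further: 0% = DMSO only and 100% = 100 µM cantharidin control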
proCasp3 act – activates human procaspase-3; recombinant procaspase-3 D3A, Ac-DEVD-pNA absorbance 405 nm; hit rate 0.11% among 330,000; activation, % at 8.5 µM;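 active means activation above the mean of all tested compounds plus 3 SD, cut at about 21% in these data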;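 further: 0% = DMSO alone and 100% = DMSO wells spiked with extra 5 µM PC-3 D3A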
Target sequence (P42574 whole entry D9A/D28A/D175A): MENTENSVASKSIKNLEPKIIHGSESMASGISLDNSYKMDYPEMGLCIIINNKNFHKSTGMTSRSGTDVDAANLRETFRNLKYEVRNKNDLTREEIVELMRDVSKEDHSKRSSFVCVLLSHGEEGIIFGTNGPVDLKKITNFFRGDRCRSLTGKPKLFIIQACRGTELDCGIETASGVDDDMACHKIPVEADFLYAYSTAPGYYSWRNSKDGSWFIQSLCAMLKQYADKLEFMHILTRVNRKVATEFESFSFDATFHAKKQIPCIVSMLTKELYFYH
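Technique: 405 nm absorbance of p-nitroaniline, reads at 0 and 120 min; Test system: Procaspase-3 D3A mutant; Incubation: 1 h enzyme-compound preincubation, then 2 h substrate reaction, 25 °C; Repeats: singlicate, each compound tested once; Benchmarks: low control DMSO wells, high control DMSO plus 5 µM PC-3 D3A.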
PP1 inh – counter-screen for PP5 inhibitors: inhibitors of human PP1-alpha; purified PP1alpha, OMFP fluorescence; inhibition, % at 6.7 µM; AID 2235; hit rate 0.9% among 320,000; P62136;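 active means inhibition above the mean inhibition of all tested compounds plus 3 SD, computed separately for each screening campaign, cut at about 15% in these data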
Target sequence (P62136 whole entry, looked up): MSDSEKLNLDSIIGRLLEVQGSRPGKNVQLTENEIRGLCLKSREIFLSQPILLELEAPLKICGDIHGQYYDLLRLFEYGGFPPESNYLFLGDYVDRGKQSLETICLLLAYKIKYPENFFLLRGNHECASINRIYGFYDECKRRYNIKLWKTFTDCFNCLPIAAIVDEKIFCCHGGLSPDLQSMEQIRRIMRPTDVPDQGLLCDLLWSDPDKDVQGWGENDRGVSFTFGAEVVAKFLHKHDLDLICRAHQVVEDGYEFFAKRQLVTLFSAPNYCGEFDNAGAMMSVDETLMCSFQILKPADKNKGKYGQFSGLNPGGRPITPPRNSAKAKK
TPT1 inh – C. albicans TPT1 enzyme inhibition. hit rate 0.81% among 300,000. recombinant caTPT1, FP RNA substrate dephosphorylation. inhibition, % at 5 µM;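 active means inhibition above the mean of all tested compounds plus 3 SD, set per screening campaign, cut at about 24% in these data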;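 further: plate controls were DMSO alone for no effect and ferristatin control at 100 nM for full effect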
AHR act – human AHR activation. activation, % at 5 µM. AHR-responsive luciferase reporter cells, luminescence. P35869. hit rate 2.5% among 320,000; in the data active means activation above about 47%;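 further: 0% = vehicle wells and 100% = reference agonist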
* marks the source's active call; other numbers are inactive results; nt = not tested or not shown. The order is random (roughly 5.6% active in at least one column).

molecule	HCV core dimer	proCasp7 act	Fh CTSL1 inh	PAFAH2 inh	PP5 primary	proCasp3 act	PP1 inh	TPT1 inh	AHR act
O=C(NNC(=O)c1cc(Br)ccc1O)c1csc(N2CCOCC2)n1	nt	-4	nt	8	2.7	8	-6	nt	11
COc1ccc(S(=O)(=O)N2CCCC2C(=O)Nn2cnnc2)cc1 (stereo not drawn)	0	2	1	-6	-0.5	-3	-1	0	-1
COc1ccc(NC(=O)c2cc(S(=O)(=O)N3CCCC3)ccc2OC)cc1	1	-9	0	-2	-5.0	-5	0	-1	3
CCc1c(O)nc(SCC(=O)Nc2ccc(OC)cc2)n(C2CCCCC2)c1=O	-2	-6	-2	-1	1.4	-2	9	3	4
Cc1ccc(CSc2nnc(Cn3c(=O)sc4ccccc43)n2C)cc1	0	-2	-1	-4	0.2	4	-1	0	0
O=C(COC(=O)c1ccc(O)cc1O)Nc1ccc2ccccc2c1	nt	-4	nt	4	1.0	3	-4	nt	6
COc1ccc(CNC(=O)Cn2ncn3cccc3c2=O)cc1	2	-6	-2	nt	2.1	7	-2	1	71*
CO/N=C/c1ccc(OC)c(Oc2nc(OC)cc(OC)n2)c1	0	3	0	-4	0.8	4	-3	2	4
Cc1cc(C)cc(OCC(=O)OCC(=O)NC2CCCCCC2)c1	nt	4	nt	2	1.3	-1	8	nt	0
CC1CN(CC(=O)Nc2cccc(C(=O)Nc3cccc(C(F)(F)F)c3)c2)CC(C)O1 (stereo not drawn)	-5	-12	8	-10	2.6	-20	-6	3	2
COc1cccc(Nc2c(F)c(F)c(F)c(F)c2C(=O)O)c1	-6	-8	0	5	-2.4	2	0	12	1
CCOC(=O)C1CCN(c2ncnc3c2cnn3C)CC1	1	-4	-9	4	0.9	-10	-1	4	4
COc1ccc2oc(-c3ccco3)cc(=O)c2c1	4	11	0	-8	-0.4	-4	-5	-1	-1
COc1ccc(CNCCCO)cc1OC	-5	0	-5	-6	2.2	4	-5	-4	2
O=C(CCc1ccccc1)Nc1cc2c(cc1C(=O)O)OCCCO2	nt	3	nt	7	nt	2	nt	nt	0
O=C(Nc1nnc(-c2ccccc2SCc2ccccc2)s1)Nc1ccccc1F	30	0	1	-12	1.6	-1	9	2	11
COc1ccc(NC(=O)c2ccc(NC(=O)CCS(=O)(=O)c3cccs3)cc2)cc1	7	-1	0	-3	2.9	3	0	0	41
Cc1nc2ccc(S(=O)(=O)NCC(=O)N3CCC(C)CC3)cc2s1	0	1	0	3	-1.6	1	-4	-1	-1
Cc1cc(Br)cc2c1NC(=O)C2(c1c(C)n(C)n(-c2ccccc2)c1=O)c1c(C)n(C)n(-c2ccccc2)c1=O	3	4	4	1	3.9	-6	-7	3	10
CC(NC(=O)CN(C)S(=O)(=O)c1ccc2c(c1)c(=O)n(C)c(=O)n2C)c1ccccc1 (stereo not drawn)	-4	0	2	11	-5.7	-4	-9	0	5
O=C(CCN1C(=O)c2ccccc2C1=O)NCc1ccc(Cl)cc1	-2	-2	1	11	-1.1	5	-4	0	-5
Cc1cc(C)n(-c2nncc(-c3ccccc3)n2)n1	1	2	0	9	0.3	0	-4	-6	-3
CCN(CC)S(=O)(=O)c1cc(NC(=O)Cc2n[nH]c(=O)c3ccccc23)ccc1C	5	-5	-2	2	0.2	1	-2	0	2
CC(C)c1nc(N2CCOCC2)c(C#N)c2c1CCCC2	7	-2	3	10	5.6	9	-3	-4	-7
CC(=O)N1N=C(c2ccc(Br)cc2)OC1(C)CC(=O)Nc1ccccc1 (stereo not drawn)	5	0	2	6	2.1	-6	3	0	4
O=C(Oc1cccc(NC(=O)c2cccs2)c1)c1cccc(S(=O)(=O)N2CCCC2)c1	10	8	-12	-19	0.1	3	2	0	2
O=C(NC(=O)c1ccccc1)OCC1CCCN2CCCCC12 (stereo not drawn)	-6	6	-2	-9	-3.0	0	-4	-3	2
O=C(CSc1nc(O)c(C2CCCCC2)c(=O)[nH]1)NCC1CCCO1 (stereo not drawn)	1	1	4	-2	-0.5	8	-5	3	2
CC(C)c1ccc(/C=N/Nc2cc(N3CCOCC3)nc(N3CCOCC3)n2)cc1	-2	-5	-1	4	4.0	-3	4	1	4
CC(=O)NC1C(=O)N=C(SCc2ccccc2)NC1=O (stereo not drawn)	-2	7	1	8	1.5	-5	-4	4	3
COC(=O)c1[nH]c2ccc(C)cc2c1NC(=O)c1ccccc1[N+](=O)[O-]	-9	-3	6	5	-2.0	-2	-2	0	17
O=C(CNC(=O)c1ccccc1)NC1(C(=O)NC2CCCCC2)CCCCC1	2	1	2	1	0.1	0	-4	1	0
O=C(OCCOc1ccc(Br)cc1)c1ccc(Cl)nc1	5	9	-1	2	3.2	-4	1	-3	-1
O=C(c1ccc2c(c1)OCO2)N1CCCC1	-2	7	-3	-3	0.8	-8	-2	-3	5
COc1ccc(N(C)S(=O)(=O)c2cccc(C(=O)Nc3ccc(OC)nc3)c2)cc1	-6	-2	-5	nt	4.8	-8	2	4	23
CCOC(=O)N1CCN(CC(O)COc2cc(C)cc(C)c2)CC1 (stereo not drawn)	4	-1	-6	1	2.9	-5	-1	0	1
N#C/C(=C(/O)COC(=O)Cc1c[nH]c2ccccc12)c1nc2ccccc2[nH]1	35	2	0	9	-2.0	5	-3	17	28
CNc1nc2cccnc2s1	-7	3	-2	3	-0.5	1	-1	-4	2
O=C(CSc1ccccc1)NC1=NCCS1	-8	3	2	0	1.9	3	-3	-2	0
COc1ccc2ccccc2c1-c1csc(N)n1	0	5	3	8	-2.0	-3	-2	1	0
O=C(c1ccc(O)cc1)c1ccc(C(=O)c2ccc(O)cc2)cc1	5	-13	1	4	1.1	5	-1	-2	2
CC(NC(=O)c1cccnc1)C(c1cccs1)N1CCN(C)CC1 (stereo not drawn)	-8	7	-3	3	3.4	-2	5	-2	-1
CSc1ncccc1C(=O)NCC(=O)Nc1ccc(F)c(F)c1	-1	9	1	-7	2.4	5	-3	0	17
CC1=C(C)CC(C(=O)NCCc2ccc(F)cc2)C(C(=O)O)C1 (stereo not drawn)	1	9	1	8	1.8	3	3	-1	1
O=C1CN(CC(=O)N2CCCCC2)c2ccccc2O1	-11	-10	-4	5	1.3	1	-2	-6	26
CCN(CC)CCn1c(NCc2cc(OC)ccc2OC)nc2ccccc21	-4	-12	3	-2	3.7	-5	-2	3	4
CC(C)CN1CCN(Cc2nc(C(C)C)cs2)CC1CCO (stereo not drawn)	0	9	0	0	0.8	7	2	-3	2
Cc1cccc(CCNC(=O)CCS(=O)(=O)c2ccc3nc(C)sc3c2)c1	-4	-3	-1	-4	0.7	8	-4	-4	0
CCn1ncc(Br)c1C(=O)Nc1cccc(C(C)=O)c1	4	-2	0	-6	-0.3	-2	3	-4	9
Cc1ccccc1NC1=NC2(CCCC2)N=C(N)N1	-7	1	-3	5	3.1	11	4	1	1
O=C(NNC(=O)c1cccc2ccccc12)c1ccc(-c2ccccc2)cc1	6	5	2	0	1.6	3	3	-3	4
O=C(Cc1ccccc1)Nc1ccc(NC(=O)c2ccco2)cc1	1	-1	-1	5	0.3	-7	0	-2	-6
COc1ccc(-n2nnnc2SCC(=O)c2ccc(OC)c(OC)c2)cc1	-1	-3	-2	2	2.2	-3	0	1	1
CCOc1ccc(CCNC(=O)C(C)n2nc(C)c3c(C)n(-c4ccccc4)nc3c2=O)cc1 (stereo not drawn)	1	-5	-7	-1	2.6	0	0	-3	1
Brc1ccc(OCCCCCN2CCOCC2)cc1	0	7	-2	0	-2.1	1	5	-4	5
CC(=O)n1c(=O)oc2ccccc21	-4	-1	-3	0	-0.8	7	-3	0	4
CCOc1ccc(NC(=O)C/C(C)=N/NC(=O)COc2ccc(Br)cc2C)cc1	-3	4	-2	-6	0.0	5	0	-2	16
CCCCc1c(O)nc(SCC(=O)N2CCOCC2)n(-c2ccc(OC)cc2)c1=O	2	-5	1	-1	-2.3	4	-2	-1	0
Cc1ccc(S(=O)(=O)Nc2ccc3ncccc3c2)cc1	1	-3	-2	6	3.7	-9	0	-5	-1
COCCNc1nc(-n2nc(C)cc2C)nc2sc3c(c12)CCCC3	6	-7	6	8	0.9	-1	2	5	15
CCOC(=O)c1sc(NNC(=O)c2ccc(F)cc2)nc1C	1	-13	-2	4	-0.5	0	6	1	11
CCN(CC(=O)NCc1ccc(Cl)cc1)C(=O)CNS(=O)(=O)c1ccc(NC(C)=O)cc1	-17	2	-1	-2	3.2	-2	-4	0	8
O=C(Nc1ccc(F)c(F)c1)c1cccnc1	-6	8	1	1	0.0	-4	3	-1	-1

Records listed so far shown as hits in AHR act:
| Molecule | HCV core dimer | PAFAH2 inh | PP5 primary | proCasp3 act | TPT1 inh | AHR act |
| --- | --- | --- | --- | --- | --- | --- |
| COc1ccc(CNC(=O)Cn2ncn3cccc3c2=O)cc1 | 2 | nt | 2.1 | 7 | 1 | 71* |

From PubChem BioAssay
